Assay outcomes (PubChem)
SIAH1 antagonists: Siah-1 peptide-binding antagonists, primary screen, biochemical, fluorescence polarization, rhodamine-plectin, uHTS (AID 1817); 290,000 compounds, 0.02% hits; Siah-1 / rhodamine-plectin peptide fluorescence polarization; higher % means a stronger effect; displacement, % at 20 µM, or IC50 in µM where a hit was titrated;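 active means displacement of at least 50% at 20 µM, with a fluorescence ratio check between 0.3 and a set limit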;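 further: plate controls were Siah plus tracer with DMSO for no effect and tracer alone without Siah for full effect; strong numbers were not always called active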
Lipid droplet: modulators of hepatic lipid droplet formation; 240,000 compounds, 0.4% hits; inhibition, % at 6.5 µM; AML12 mouse hepatocytes, oleate lipid droplets, BODIPY imaging;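 active means lipid droplet intensity inhibited by at least 50%, with more than 500 cells counted; inconclusive means wells with under 300 cells, treated as cytotoxic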
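Material: mouse AML12 hepatocyte cell line, fixed after treatment; Timing: compound with oleate, overnight; Technique: high-content imaging of BODIPY-stained droplets and DAPI nuclei; Probe or stimulus: oleate, 100 µM final; Dosing: compound at 6.5 µM only.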
K1F lysis inhibition: protection from phage-mediated lysis, alamar blue read-out – E. coli UTI89, K1F phage, bacterial capsule biogenesis inhibitors (AID 488966). E. coli UTI89 K1F phage lysis, alamar blue, 2 h; higher % means a stronger effect. inhibition, % at 100 µM; hits with a dose series show IC50 in µM. 340,000 compounds, 0.02% hits;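 active means phage lysis inhibition, versus mean bacterial control, above a set limit; inconclusive means no clear call, values can overlap the other calls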;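 further: capsule biogenesis inhibitors block K1F phage lysis so surviving cells raise fluorescence; higher fluorescence means more inhibition of phage lysis; actives were called in the ten point dose series up to 300 µM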
Lipid droplet cells 6.5 µM: second read-out of Lipid droplet, no call of its own (marks repeat the call); cell count; measured here: cell count, cytotoxicity flag;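 cells counted across two imaged fields per well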
* = called active by the depositor; u = inconclusive; [ ] = dose if it differs, or a comment. Not all compounds are listed; count on the stated rates, not on these rows.

mol,SIAH1 antagonists,Lipid droplet,Lipid droplet cells 6.5 µM,K1F lysis inhibition
O=[N+]([O-])c1ccc(N2CCN(c3ccccc3)CC2)cc1,-2%,8,794,-0.1%
Cc1ccc(S(=O)(=O)N2CCN(C(=O)CCn3nc(C)c(C)c3C)CC2)cc1,-2%,-15,780,0.4%
CN(C)S(=O)(=O)c1ccc(Cl)c(C(=O)NC2CCN(Cc3ccccc3)C2)c1 (stereo not given),0%,-2,727,0.2%
Cc1cc(C)nc(OC(C(=O)O)C(OCCc2ccccc2)(c2ccc(F)cc2)c2ccc(F)cc2)n1 (stereo not given),2%,1,817,-1.5%
COc1ccc(-c2cc(C(=O)N/N=C/c3cccnc3)c3ccccc3n2)cc1,10%,-5,720,0.6%[50 µM]
CCOC(=O)C1=C(COC(=O)CNS(=O)(=O)c2ccc(C)cc2)NC(=O)NC1C (stereo not given),-1%,2,851,1.6%[50 µM]
COc1ccc(CCC(=O)N/N=C(\C)c2ccc3c(c2)OCO3)cc1,5%,23,703,-0.4%
CCOC(=O)N1CCN(C(=O)/C=C/c2ccc(C(C)(C)C)cc2)CC1,0%,2,814,-1.2%
CCOc1cc(/C=C(\C#N)c2nc3ccccc3[nH]2)ccc1OC(C)C(=O)O (stereo not given),4%,-2,827,0.1%
CNC(=O)c1cc2c(-c3ccccc3)nn(C)c2s1,2%,24,436,0.3%
Cc1ccc(SCCN2CCC(O)CCC2=O)cc1 (stereo not given),6%,10,846,1.4%
CCc1ccc2[nH]c3nc(N/N=C/c4ccc(O)cc4O)nnc3c2c1,-10%,-3,774,0.3%
CCCCN(C)CCNC(=O)C1CCCN(S(=O)(=O)c2cccc3nsnc23)C1 (stereo not given),17%,-13,767,0.7%
CCOC(=O)c1nc(Nc2ccc(N3CCOCC3)cc2)c2ccccc2n1,-10%,-18,787,-0.1%
CCCn1nc(NC(=O)C(C)C)c2cc3cc(OC)ccc3nc21,-4%,-2,854,-1.1%[50 µM]
O=C(O)c1cc(NS(=O)(=O)c2cccc3nsnc23)cc(C(=O)O)c1,3%,3,428,1.5%[50 µM]
COc1ccc(-c2cc(C)no2)cc1S(=O)(=O)N1CCN(c2ccc([N+](=O)[O-])cc2)CC1,1%,-8,743,0.2%
O=C(Nc1ccccc1C(=O)N1CCCCCC1)c1ccc(F)cc1,0%,-4,692,1.3%[50 µM]
COc1cccc(C(C(=O)NC2CCCC2)N(Cc2cccnc2)C(=O)Cc2cccs2)c1 (stereo not given),3%,-6,766,-0.1%
COc1cccc(NC(=O)CN(C)S(=O)(=O)c2ccc3[nH]c(=O)oc3c2)c1,-3%,-32,696,-0.3%
COc1ccc(NC(=O)CCNS(=O)(=O)c2ccccc2F)cc1S(N)(=O)=O,7%,10,804,0.0%
CCN(CC)c1ccc(C(=O)OCC(=O)N2CCCC2)cc1,0%,15,821,0.1%
CN(C)C(CNC(=O)C1CCN(S(=O)(=O)c2cccc(Cl)c2Cl)CC1)c1ccccc1 (stereo not given),12%,6,814,0.2%
CCN(C(=O)CCN1C(=O)/C(=C/c2ccccc2)SC1=S)C1CCS(=O)(=O)C1 (stereo not given),0%,7,630,0.8%
CCOc1ccc(/C=N/NC(=O)C2CC2)cc1OC,10%,5,864,-0.2%[50 µM]
CC1CCC(NC(=O)c2nn(C)c3c2CSc2ccccc2-3)CC1 (stereo not given),16%,4,689,0.3%
O=C(Cc1ccc(F)cc1)Nc1ccc2[nH]ncc2c1,-1%,4,818,0.2%
CCOc1cc(C(=O)O/N=C(\N)c2ccccn2)cc(OCC)c1OCC,3%,-1,844,0.1%
O=C(O)C1C2CCC(C2)C1C(=O)NCCc1cccc(Cl)c1 (stereo not given),8%,0,809,0.5%
NC(=O)C1CCN(CC(=O)Nc2nc(-c3ccccc3)cs2)CC1,0%,14,826,0.1%

The final five compounds of the section above come first, to join the parts:
mol,SIAH1 antagonists,Lipid droplet,Lipid droplet cells 6.5 µM,K1F lysis inhibition
CC1CCC(NC(=O)c2nn(C)c3c2CSc2ccccc2-3)CC1 (stereo not given),16%,4,689,0.3%
O=C(Cc1ccc(F)cc1)Nc1ccc2[nH]ncc2c1,-1%,4,818,0.2%
CCOc1cc(C(=O)O/N=C(\N)c2ccccn2)cc(OCC)c1OCC,3%,-1,844,0.1%
O=C(O)C1C2CCC(C2)C1C(=O)NCCc1cccc(Cl)c1 (stereo not given),8%,0,809,0.5%
NC(=O)C1CCN(CC(=O)Nc2nc(-c3ccccc3)cs2)CC1,0%,14,826,0.1%
Cc1ccc(NS(=O)(=O)c2c(C)nc3sccn3c2=O)c(C)c1,13%,0,802,-1.9%
O=C(NC1CCN(C(=S)Nc2ccc(Cl)cc2)CC1)C1CCCCC1,-4%,6,832,0.3%
COc1cc(NC(=O)c2oc3ccccc3c2C)ccc1NC(=O)c1ccco1,6%,102*,780*,-0.7%
C=CCNC(=O)[C@@H]1CSC2c3ccc(OC)c(OC)c3C(=O)N21 (stereo not given in full),20%,-30,678,0.6%[50 µM]
O=C1CCN(CCc2ccccc2)CCN1[C@H](COc1ccccc1)Cc1ccccc1,-5%,-16,731,-0.3%
CC(C)CNC(=O)[C@@H]1CSC2c3ccccc3C(=O)N21 (stereo not given in full),5%,-7,812,-0.3%[50 µM]
COc1ccc(Oc2c(C(F)(F)F)oc3cc(OCC(=O)O)ccc3c2=O)cc1,-5%,-1,890,0.1%
CN(C)C(=O)c1ccc(NC(=O)c2cc(-c3ccco3)nc3ccccc23)cc1,18%,1,670,0.0%
O=S1(=O)OCCC(c2ccccc2)N1Cc1ccccc1 (stereo not given),10%,-13,800,1.1%
O=S(=O)(NN=C1CCCCCC1)c1ccc(Cl)cc1,3%,-5,846,0.3%
CCCC(=O)Nc1cc(C)c(NC(=O)c2ccco2)cn1,-6%,14,865,-0.3%
CCOc1ccc(-c2c(C(=O)N/N=C(\C)c3ccccc3OC)nnn2-c2nonc2N)cc1,2%,-2,771,0.2%
Cc1cc(=O)n2nc(N3CCC(C(=O)NCc4ccccc4)CC3)sc2n1,-14%,11,731,0.2%
Cc1cccc(OCC(=O)NCc2ccc(F)cc2)c1,4%,9,814,-0.6%
CC(=O)C1=C(O)C(=O)N(c2ccc(O)cc2)C1c1cccc(F)c1 (stereo not given),6%,28,837,0.1%
O=C(NCc1ccc2c(c1)OCO2)c1nc(S(=O)(=O)Cc2ccccc2)ncc1Cl,-5%,-8,780,-0.3%
CCOc1ccc(S(=O)(=O)N2CCCC(C(=O)NCc3ccco3)C2)cc1 (stereo not given),2%,11,680,1.0%[50 µM]
CCc1ccc(N2CCN(C(=O)c3ccc4c(c3)OCO4)CC2)cc1,12%,-3,839,1.6%[50 µM]
COc1cccc(NC(=S)Nc2cccc3ccccc23)c1,-6%,0,856,0.1%
COc1ccc(Cc2nnc(NS(=O)(=O)c3ccc([N+](=O)[O-])cc3)s2)cc1,4%,-6,836,0.0%
CCn1c(=O)n(CC)c2cc(N3CCCC3)c(NC(=O)c3ccccc3F)cc21,4%,1,728,0.0%
CC(C)(O)C#Cc1ccc(CN2CCC(n3nccc3NC(=O)C3CC3)CC2)cc1,0%,-1,674,0.4%
CC(NC(=O)c1cc2c(s1)CS(=O)(=O)C2)c1ccccc1 (stereo not given),-2%,-2,654,-0.1%
COC(=O)C(C)Oc1ccc(-c2nccc(-c3ccccn3)n2)cc1 (stereo not given),-2%,25,731,-0.2%
O=C(Nc1ccc(NC(=O)C2CCCCC2)nc1)c1cccc(F)c1,-1%,-3,810,0.0%
O=C(NCCN1CCOCC1)c1ccc(Cl)c(Cl)c1,0%,-2,821,1.2%
CC(=O)c1cccc(-n2c(CCC(=O)O)ccc2-c2ccc(C)cc2)c1,0%,-8,822,1.6%
COc1ccccc1NC(=O)CSc1nc2nccnc2c(=O)n1Cc1cccs1,-2%,-33,674,0.0%
CC(C)c1nc(SCC(=O)Nc2ccc(C(=O)O)cc2)c2c3c(sc2n1)CCCC3,1%,-7,742,0.2%
CC(C)CCC(=O)N1CCC(N2CCC(C(=O)NCc3ccccn3)CC2)CC1,5%,3,785,-0.1%
CCc1ccc2oc(=O)cc(CN3CCCCC3)c2c1,0%,1,828,0.3%
COc1cc(OC)c(OC)cc1CN1CCN(Cc2ccco2)CC1,2%,2,848,0.3%
Cc1ccc(NC(=O)c2ccc3[nH]c(=O)c(=O)[nH]c3c2)nc1,6%,-1,718,0.0%
S=C(NCCCc1ccccc1)NCc1ccccc1,-5%,-9,650,0.0%
Cc1ccc(N=Cc2c(O)c3ccccc3oc2=O)cc1F,-6%,9,825,0.6%
C[C@@H](NC(=O)CN1C(=O)c2ccccc2S1(=O)=O)c1ccccc1,3%,11,693,0.4%
COc1ccc(CCNC(=O)CNS(=O)(=O)c2ccc(N(C)C)c([N+](=O)[O-])c2)cc1OC,-3%,7,870,0.2%
CCCN1CCC(CCOc2ccccc2)(C(=O)OCC)CC1,2%,-42,802,0.8%
CC(NCc1ccc(S(N)(=O)=O)cc1)C(=O)N1CCc2ccccc21 (stereo not given),1%,11,645,-0.1%
O=C(O)c1[nH]c2ccccc2c1C(c1cc(Cl)cc([N+](=O)[O-])c1O)c1c(C(=O)O)[nH]c2ccccc12,-4%,-41,774,u
CCC1CCCCN1C(=O)c1ccc(OC2CCN(Cc3ccccn3)CC2)cc1 (stereo not given),10%,-1,718,0.0%
COc1ccccc1CNC(=O)CN1C(=O)NC(C)(c2ccc(C(C)(C)C)cc2)C1=O (stereo not given),2%,-15,799,0.0%
O=C(N/N=C/c1cc(Br)c(O)c(Br)c1)c1cccnc1,-1%,1,810,0.1%
NC(=O)C1CCN(C(=O)Cc2ccsc2)CC1,-2%,22,672,0.1%
COCCCNC(=O)CN(c1ccc(F)cc1)S(=O)(=O)c1ccc2c(c1)OCCO2,2%,16,821,0.4%
COc1ccc(C(=O)Nc2ccc3c(c2)C(=O)NC3=O)cc1,10%,-1,683,-2.3%
CC1(C)C(=O)N(c2ccccc2Cl)C(=O)c2ccccc21,1%,4,748,0.2%
CCOc1cccc(/C=N/N2C(C)CCCC2C)c1O (stereo not given),-7%,1,810,0.0%
CN(Cc1c(C(=O)N/N=C/c2ccccc2)nnn1-c1nonc1N)c1ccccc1,-2%,15,701,0.0%
O=C1CCCN2N=C(SCC(=O)Nc3ccc(Br)cc3)SC2=N1,7%,11,678,0.2%
CCCCNC(=O)c1cc2c(=O)n3cccc(C)c3nc2s1,3%,14,834,0.3%
CCOc1ccc(CCNC(=O)CS(=O)(=O)Cc2nc(-c3ccc(OC)cc3)oc2C)cc1,0%,-16,738,0.2%
CSc1ccccc1NC(=O)COc1nsnc1N1CCOCC1,-5%,-2,748,-0.1%
CCc1c(C(=O)N/N=C/c2ccco2)nnn1-c1nonc1N,0%,0,833,0.1%
Cc1cccc(NC(=O)C(Cc2ccccc2)c2nn[nH]n2)c1C (stereo not given),-4%,1,773,0.4%
Cc1ccc2[nH]c(C(=O)N3CCN(C(c4ccccc4)c4ccccc4)CC3)cc2c1,5%,-1,879,-1.9%
COc1ccccc1CN1CC(C(=O)NCc2cnn(C)c2)CCC1=O (stereo not given),2%,11,702,-0.2%
CCC(C)(C)NC(=O)C(c1cccc(OC)c1OC)N(Cc1ccc(OC)cc1)C(=O)CCC(=O)Nc1cc(C)on1 (stereo not given),-2%,24,816,-0.3%
Cc1ccc2c(C)c(C(=O)N3CCN(c4cnccn4)CC3)oc2c1C,13%,9,891,-0.6%[50 µM]
COc1ccc(Cl)cc1NC(=O)CSc1nc(Nc2ccccc2)nc(N2CCOCC2)n1,15%,21,858,0.5%
COc1cccc(N(C(=O)c2snc(C(N)=O)c2N)C(C(=O)NCC2CCCO2)c2c[nH]c3ccccc23)c1 (stereo not given),0%,-1,832,0.2%
COc1cccc(CNC(=O)c2ccc(CS(=O)(=O)Cc3ccccc3C)o2)c1,-5%,0,774,-1.7%
COc1ccc(C2/C(=C(/O)c3ccccc3)C(=O)C(=O)N2C)c(OC)c1 (stereo not given),-2%,-3,826,0.3%
